Bioassay records as filed in PubChem BioAssay.
GSK3beta inhib: blocks human GSK3beta kinase activity | AID 2097 | activity score (negative = inhibition), % at 10 µM | 0.038% of 300,000 active | P49841 | GST-GSK3beta kinase, ADP-Glo luminescence, 60 min; active compounds read low;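 active means more than half of replicate wells score below -50%, meaning over 50% inhibition versus plate controls; inconclusive means some replicates but at most half score below -50%; inactive means no replicate scores below -50%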;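 further: 0% = median DMSO wells and -100% = median GW8510 positive control wells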
Target sequence (P49841 whole entry, looked up): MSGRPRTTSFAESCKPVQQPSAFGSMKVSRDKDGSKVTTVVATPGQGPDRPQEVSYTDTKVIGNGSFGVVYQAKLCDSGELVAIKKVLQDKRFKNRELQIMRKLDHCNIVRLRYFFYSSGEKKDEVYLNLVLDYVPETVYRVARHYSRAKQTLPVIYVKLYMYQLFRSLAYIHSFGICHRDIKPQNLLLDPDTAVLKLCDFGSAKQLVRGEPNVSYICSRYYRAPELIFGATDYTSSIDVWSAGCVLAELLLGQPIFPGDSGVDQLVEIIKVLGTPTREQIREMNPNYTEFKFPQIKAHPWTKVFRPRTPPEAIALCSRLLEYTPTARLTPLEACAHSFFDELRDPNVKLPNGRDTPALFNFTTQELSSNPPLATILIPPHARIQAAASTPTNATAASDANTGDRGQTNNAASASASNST
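Test system – GST-tagged human GSK3beta kinase, cell-free · Incubation – 60 min enzyme reaction, room temperature · Signal – ADP-Glo luminescence · Also added – peptide substrate and ATP at 25 µM · Controls – DMSO neutral wells and GW8510 at 20 µM as positive · Buffer or medium – Tris/MgCl2 kinase buffer · Measure – Luminescence-derived activity versus plate DMSO and GW8510 wells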
aSyn 5UTR inh: 5' untranslated region of α-synuclein, MLPCN primary screen; alpha-synuclein 5'UTR reporter, inhibitor activity; inhibition, % (tested at 7.5 µM); 0.82% of 300,000 active; AID 1813; in the data active means inhibition above about 60%; inconclusive means no clear call, values can overlap the other calls;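 further: H4 neuroglioblastoma cells stably carrying SNCA 5'UTR luciferase fusion; 0% = DMSO wells and 100% = positive control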
HSF1 inh: HSF1 inhibition; NIH3T3-HGL HSE-luciferase, MG132-induced, luminescence 8 h; active compounds read low; activity change, negative = inhibition, % at 7.5 µM (by protocol); 0.77% of 300,000 active; AID 2098;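 active means more than half of replicate wells show activity change below -50%, luminescence cut by over half; inconclusive means some wells, but at most half, below -50%; inactive means no replicate well below -50%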;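 further: luciferase reports HSF-1 transcriptional activity via heat shock element; 0% = median of DMSO wells and -100% = zero luminescence signal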
AI-2 QS mod: modulators of Vibrio harveyi AI-2 quorum sensing system | Vibrio harveyi JMH597 AI-2 luminescence/OD600 ratio, 9 h; active compounds read low; strain lacks LuxN and CqsS sensors; 0 = neutral-control median | activity change, % at 7.5 µM | 0.4% of 300,000 active | AID 2094; in the data active means activity change below about -75%, passing the limit was not always enough; inconclusive means no clear call, values can overlap the other calls;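 further: luminescence divided by OD600 gain over 9 h not by final OD600 alone; inactives centre near 13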
GSK3 alpha inh: human GSK-3 alpha kinase inhibition; P49840; ADP-Glo luminescence, 60 min; inhibition, % at 10 µM; 0.1% of 320,000 active; AID 2650;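 in the data active means inhibition above about 50%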;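 further: GST-tagged GSK-3 alpha with peptide substrate and 25 µM ATP; 0% = DMSO neutral wells and 100% = GW8510 positive control wells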
Target sequence (P49840 whole entry, looked up): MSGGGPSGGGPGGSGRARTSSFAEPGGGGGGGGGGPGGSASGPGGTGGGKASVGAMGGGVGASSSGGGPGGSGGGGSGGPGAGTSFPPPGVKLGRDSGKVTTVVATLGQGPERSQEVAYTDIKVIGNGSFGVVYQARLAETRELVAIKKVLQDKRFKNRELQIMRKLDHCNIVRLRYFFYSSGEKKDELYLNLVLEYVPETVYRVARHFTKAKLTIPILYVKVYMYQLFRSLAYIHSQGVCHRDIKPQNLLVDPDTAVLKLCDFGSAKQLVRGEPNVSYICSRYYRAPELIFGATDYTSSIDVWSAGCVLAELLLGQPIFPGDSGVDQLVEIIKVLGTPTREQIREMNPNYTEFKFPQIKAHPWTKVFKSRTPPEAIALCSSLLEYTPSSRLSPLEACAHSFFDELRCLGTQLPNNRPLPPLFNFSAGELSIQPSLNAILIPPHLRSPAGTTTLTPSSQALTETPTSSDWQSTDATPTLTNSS
HSP90 refold inh: blocks HSP90-mediated luciferase refolding in reticulocyte lysate. Rabbit reticulocyte lysate, luciferase refolding luminescence, 3 h. inhibition, % at 5.6 µM. 0.91% of 290,000 active;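 active means inhibition above the screen-wide mean plus 3 SD, computed separately per campaign, cut at about 16% in these data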;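 further: 0% = DMSO wells and 100% = 60 µM geldanamycin wells; inhibitors lower the luminescence because luciferase stays unfolded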
IEC-6 tox: IEC-6 cytotoxicity, counter-screen for KLF5 inhibitors; luminescence viability; inhibition, % at 5 µM; 0.78% of 290,000 active; AID 1825; in the data active means inhibition above about 22%;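 further: 0% = plate median of test compound wells and 100% = cytotoxic reference compound wells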
PolyA inhibitor: blocks polyadenylation in yeast reporter cells | S. cerevisiae SKY197-pL101 polyadenylation reporter, beta-gal luminescence; efflux-impaired pdr1/pdr3 knockout yeast; score 100 = 6 SD above DMSO | 0.02% of 300,000 active | calls only at 12 µM;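 active means lowest replicate activity score at least 50, where 100 means six control SD above control mean; inconclusive means lowest score under 50 but half or more replicates reach 50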;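 further: yeast exposed to compound for 9 h at 30 °C; higher score means more reporter readthrough which indicates perturbed polyadenylation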
KLF5 inh: kruppel-like factor 5 inhibition; DLD-1 KLF5 promoter-luciferase reporter, luminescence; inhibition, % at 5 µM; 0.23% of 290,000 active; AID 1700;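 active means inhibition above a per-plate limit of that plate's mean compound inhibition plus 3 SD, cut at about 60% in these data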;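 further: 0% = DMSO wells and 100% = LY294002 at 200 µM; higher means less KLF5 promoter-driven luciferase light; inactives centre near -14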
HSF-1 act: increases HSF-1 driven luciferase reporter signal; 1.7% of 300,000 active; NIH3T3-HGL HSF-1 luciferase reporter, MG132, 8 h; 100% = twice DMSO control signal; activation, % at 9 µM;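 active means mean replicate activation of at least 50% with a set share of replicates each reaching 50%; inconclusive means only one of those two conditions met; inactive means mean below 50% and too few replicates reaching it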;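 further: 0% = median of the neutral control wells and 100% = twice that signal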
* = called active by the depositor; i = inactive; ? = inconclusive; nt = no result given. An excerpt (hit frequency here may not be typical).

SMILES	GSK3beta inhib	aSyn 5UTR inh	HSF1 inh	AI-2 QS mod	GSK3 alpha inh	HSP90 refold inh	IEC-6 tox	PolyA inhibitor	KLF5 inh	HSF-1 act
COc1cccc(C(=O)N2CCN(Cc3ccc4c(c3)OCO4)CC2)c1OC	1.8	6.1	-5.4	2.5	-7.2	3.7	1.1	i	-17.4	16.0
CCn1c(C(C#N)/C(=N\S(=O)(=O)c2cccs2)c2ccccc2)nc2ccccc21 (stereo unspecified)	0.0	-29.7	-66.1*	17.3	-0.6	-2.8	-1.8	i	-6.8	-72.2
CNc1nc2c(c(=O)[nH]c(=O)n2C)n1CCCc1ccccc1	3.5	6.6	-3.3	1.6	-0.5	4.7	5.8	i	-12.1	22.0
CCC1C(=NO)C(CC)C(c2ccccc2)NC1c1ccccc1 (stereo unspecified)	-0.5	51.1	12.0	3.2	-1.1	-3.2	-0.4	i	-0.1	59.3*
c1ccc(-c2nnc3sc(CN4CCc5ccccc54)cn23)cc1	0.5	3.0	44.1	23.3	-1.1	1.0	7.7	i	14.1	47.5
Cc1noc(/C=C/c2ccco2)c1S(=O)(=O)N1CCC(C(=O)NCc2ccco2)CC1	2.1	-5.1	-72.3*	10.2	-3.2	5.6	-0.1	i	1.4	-78.4
COc1ccc(NC(=S)NNc2ccc([N+](=O)[O-])cc2S(=O)(=O)Nc2ccc(C)cc2C)cc1	2.4	12.8	4.9	27.2	2.5	2.9	-0.2	i	-0.1	15.6
O=C(NCCC1=CCCCC1)C1CC(=O)N(Cc2ccccc2)C1 (stereo unspecified)	-0.3	7.3	-0.3	18.6	-1.9	-2.4	-3.8	i	-24.6	-0.4
O=C(Nc1cccc(C(F)(F)F)c1)c1cccnn1	-1.4	-1.2	-3.7	6.7	-1.5	0.0	7.8	i	-35.4	1.4
CCCCn1c(N)c(N(CC(C)C)C(=O)C2CC(=O)N(Cc3ccccc3)C2)c(=O)[nH]c1=O (stereo unspecified)	-2.0	2.7	-6.2	-5.9	1.6	nt	nt	i	nt	0.6
CC1(C)Cc2c(sc3nc(C4CC4)n(N)c(=O)c23)CO1	2.1	8.4	-60.2*	7.2	-1.2	-1.6	4.5	i	-12.2	-70.7
CCC(=O)N1C(C(=O)NCc2ccc(OC)cc2)CSC1c1ccc(OC)cc1 (stereo unspecified)	4.8	-2.0	7.5	17.0	1.1	-2.7	1.6	i	-36.4	6.8
CCN1CCN(c2nc(NCCO)c3ccccc3n2)CC1	-5.4	4.7	-3.9	13.5	-0.9	0.5	2.3	i	-22.3	-8.3
Cc1cc2nc(N3CCN(C(=O)c4ccco4)CC3)sc2cc1C	-0.9	-128.8	21.8	58.3	8.4	nt	nt	i	nt	41.7
Nc1nc(-c2ccccc2)c(C(=O)Nc2ccccc2)s1	0.0	0.1	-1.2	10.4	2.7	-4.6	3.7	i	-1.7	-1.1
CCCOc1cccc(C(=O)Nc2cccc(NC(=O)c3ccco3)c2)c1	3.2	-0.9	-4.3	0.1	-1.5	-5.0	3.9	i	-21.9	7.4
CCN1/C(=C/C(=S)Nc2ccccc2)Sc2ccccc21	2.8	-110.6	5.3	0.5	-1.5	-0.8	-4.8	i	-24.4	12.1
Nc1nonc1-n1nnc(C(=O)N/N=C/c2c(F)cccc2Cl)c1-c1ccc2c(c1)OCO2	-28.8	-1.2	-13.3	8.2	4.3	-2.6	-3.7	i	-20.4	0.5
CC(=O)Oc1cc2c(cc1Cl)C(c1cccs1)CC1(CC(C)(C)NC(=S)N1)O2 (stereo unspecified)	0.7	-8.1	-3.4	12.0	-1.3	1.9	0.7	i	-18.9	-11.3
c1ccc2nc(SCc3cn4ccccc4n3)cnc2c1	-0.4	-65.7	-0.3	-68.8	12.2	0.0	-0.9	i	-22.7	1.5

Compounds listed so far that have a furan ring, fused or not:
SMILES	GSK3beta inhib	aSyn 5UTR inh	HSF1 inh	AI-2 QS mod	GSK3 alpha inh	HSP90 refold inh	IEC-6 tox	PolyA inhibitor	KLF5 inh	HSF-1 act
Cc1noc(/C=C/c2ccco2)c1S(=O)(=O)N1CCC(C(=O)NCc2ccco2)CC1	2.1	-5.1	-72.3*	10.2	-3.2	5.6	-0.1	i	1.4	-78.4
Cc1cc2nc(N3CCN(C(=O)c4ccco4)CC3)sc2cc1C	-0.9	-128.8	21.8	58.3	8.4	nt	nt	i	nt	41.7
CCCOc1cccc(C(=O)Nc2cccc(NC(=O)c3ccco3)c2)c1	3.2	-0.9	-4.3	0.1	-1.5	-5.0	3.9	i	-21.9	7.4

Other results.
SMILES	GSK3beta inhib	aSyn 5UTR inh	HSF1 inh	AI-2 QS mod	GSK3 alpha inh	HSP90 refold inh	IEC-6 tox	PolyA inhibitor	KLF5 inh	HSF-1 act
COc1cc(OC)cc(C(=O)NCC2CCCN(C(=O)c3csc(C)n3)C2)c1 (stereo unspecified)	-26.7	-16.0	-4.9	5.4	0.2	-7.1	-5.1	i	-26.3	-8.4
O=C(NC12CC3CC(CC(C3)C1)C2)c1cncc(O)c1	0.4	5.4	nt	33.8	-1.9	1.4	3.5	nt	-12.7	nt
CCCCn1c(N)c(N(CCOC)C(=O)COC(=O)c2cc(CC)c(C)s2)c(=O)[nH]c1=O	nt	8.6	-3.2	nt	-3.3	nt	nt	i	nt	-5.4
O=S(=O)(CCN1CCSCC1)c1ccccc1	0.1	-3.5	-8.9	28.4	-2.6	3.3	5.4	i	-32.2	7.0
CCCN(CC(=O)Nc1ccc(F)c(F)c1F)Cc1cc(=O)n2ccsc2n1	-0.5	-0.9	1.8	21.3	-1.9	-2.3	-4.0	i	9.7	-0.9
COc1ccccc1NC(=O)C1=C(C)NC(=O)NC1c1cc(C)cs1 (stereo unspecified)	1.8	16.0	-6.8	18.3	-1.5	4.1	1.0	i	15.3	6.5
CCc1nnc(NC(=O)CCC2CCCCC2)s1	1.1	-17.1	-1.4	8.4	-1.2	nt	nt	i	nt	8.5
CCOc1cc(/C=C/c2cccc[n+]2C)ccc1OCC(=O)Nc1ccc(C)cc1	-2.7	-4.7	-3.5	7.8	1.7	2.2	-5.5	i	-1.9	15.0
Cn1ncc(C#N)c1NC(=O)c1cc(-c2ccccc2Cl)on1	-1.0	-32.3	13.3	29.1	0.5	-4.9	-20.5	i	-20.2	-1.0
COc1ccc(CCNC(=O)C2CCCN(S(=O)(=O)c3cc(C)ccc3OC)C2)cc1OC (stereo unspecified)	-0.9	6.4	3.8	23.6	-1.1	-3.5	-15.1	i	-23.9	4.8
CCOc1ccc(NC(=O)CN2CCN(Cc3c(F)cccc3F)CC2)cc1	3.0	10.1	-15.3	16.7	-2.8	-0.9	-1.0	i	13.3	3.3
c1ccc2c(c1)ccc1nnc(SCc3ccc4c(c3)OCCO4)n12	-4.4	-40.7	11.0	16.5	-0.4	-0.9	-1.2	i	-50.8	29.6
Cc1ccc(N2C(=O)N(Cc3ccccc3C)c3ccccc3S2(=O)=O)cc1	-0.3	38.7	-0.4	16.1	-1.1	-5.3	2.8	i	-31.8	3.6
OC(c1ccccc1)c1ccncc1 (stereo unspecified)	-25.4	23.5	5.8	18.3	-5.8	nt	nt	i	nt	-1.7
CCN=C(NC#N)SCc1c(F)cccc1Cl	-0.3	-1.8	-3.5	1.5	3.2	2.9	-5.3	i	-19.3	6.5
CCO[C@H]1OC(C(=O)N2CCCCCCC2)=C[C@@H](c2ccc(C(F)(F)F)cc2)[C@@H]1CCCO	-0.5	19.3	10.7	15.7	0.2	2.0	0.8	i	-20.9	6.8
CN(c1ccccc1)S(=O)(=O)c1ccc(NC(=O)c2cccs2)cc1	3.5	-14.9	-3.9	12.3	-2.5	0.0	6.4	i	5.3	17.3
COc1cc(NC(=O)CCc2nc(-c3cccs3)no2)cc(OC)c1OC	-1.1	23.2	-0.1	13.5	-0.5	4.0	4.0	i	-3.5	-7.3
O=C(CCN1C(=O)[C@@H]2Cc3ccccc3CN2C1=O)NCc1ccccc1Cl	7.5	1.9	-2.6	16.7	-1.8	-0.6	-3.3	i	-12.7	-3.3
CN(CC(=O)Nc1cccc(F)c1)CC(=O)Nc1ccccc1[N+](=O)[O-]	0.5	nt	nt	17.5	-2.9	0.5	9.0	nt	12.4	nt

Part of the list above, as labelled records.
> O=S(=O)(CCN1CCSCC1)c1ccccc1
  GSK3beta inhib = 0.1
  aSyn 5UTR inh = -3.5
  HSF1 inh = -8.9
  AI-2 QS mod = 28.4
  GSK3 alpha inh = -2.6
  HSP90 refold inh = 3.3
  IEC-6 tox = 5.4
  PolyA inhibitor = i
  KLF5 inh = -32.2
  HSF-1 act = 7.0

> CCCN(CC(=O)Nc1ccc(F)c(F)c1F)Cc1cc(=O)n2ccsc2n1
  GSK3beta inhib = -0.5
  aSyn 5UTR inh = -0.9
  HSF1 inh = 1.8
  AI-2 QS mod = 21.3
  GSK3 alpha inh = -1.9
  HSP90 refold inh = -2.3
  IEC-6 tox = -4.0
  PolyA inhibitor = i
  KLF5 inh = 9.7
  HSF-1 act = -0.9

Next part:
SMILES	GSK3beta inhib	aSyn 5UTR inh	HSF1 inh	AI-2 QS mod	GSK3 alpha inh	HSP90 refold inh	IEC-6 tox	PolyA inhibitor	KLF5 inh	HSF-1 act
C=CCn1c(C)cc(C(=O)CSc2nc3ccccc3[nH]2)c1C	3.6	?	-22.1	-27.5	-0.5	31.7*	3.4	i	-120.4	-29.1
Cc1ccc(NC(=S)NC(=O)c2ccc(F)cc2)cc1S(=O)(=O)Nc1ccccc1Cl	0.0	5.4	-18.3	18.9	0.3	5.0	2.6	i	8.4	-29.0
COc1cc2cc(CN(CCO)S(=O)(=O)c3ccccc3)c(=O)[nH]c2cc1OC	-0.2	8.9	-10.4	18.5	-1.2	1.9	-2.2	i	-20.7	1.8
COc1ccc([N+](=O)[O-])cc1NS(=O)(=O)c1cc(C(=O)O)ccc1OC	3.7	3.8	6.0	38.9	-3.4	0.0	1.5	i	-38.1	2.1
CCN1C(=O)C(Cc2nc3ccccc3c(=O)n2-c2ccccc2)c2ccccc21 (stereo unspecified)	2.9	25.8	10.3	11.4	-1.0	1.5	-4.8	i	-7.0	14.4
CCn1c(COc2ccc(Cl)cc2)nnc1SCC(=O)Nc1ccc2c(c1)OCO2	1.9	nt	nt	12.8	-3.7	2.1	-0.8	i	-18.2	nt
COc1ccc(S(=O)(=O)Nc2ccccc2C(=O)N2CCOCC2)cc1Br	5.3	22.6	-0.3	20.0	nt	-4.6	-2.9	i	-2.0	8.3
O=C(Nc1nc(-c2cc(F)ccc2F)cs1)C1=NN(c2ccccc2)C(=O)CC1	-10.4	24.5	0.7	16.6	-0.5	2.0	-4.2	i	18.4	10.5
